MIN6 prolif – inducers of MIN6 beta-cell proliferation, primary screen, ATP luminescence, uHTS | MIN6 cells proliferation, ATPlite luminescence, 48 h; cells starved in 0.2% serum; 100% = growth in 10% serum | proliferation, % at 10 µM | 330,000 tested, 0.29% active | AID 2380, 2010;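 active means compounds whose signal lies at least 3.5 SD above the mean of all wells on their plate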;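 further: 0% = DMSO-treated cells in low-serum medium and 100% = 10% serum control; some compounds called inactive have numbers as strong as hits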
mIAP block – inhibitors of mouse IAP, primary screen, biochemical, luminescence, uHTS; purified mouse IAP, CDP-Star luminescence, 30 min; inhibition, % at 10 µM; 330,000 tested, 0.2% active;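 active means inhibition of at least 40% at 10 µM in the primary screen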;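 further: plate controls were DMSO with enzyme for no effect and no enzyme wells for full effect; values of inactives mirror those of a sister screen read the other way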
tim10-1 inh – growth inhibitors of tim10-1 mutant yeast, primary screen, luminescence, uHTS; 330,000 tested, 2.2% active; S. cerevisiae tim10-1 ts strain growth, BacTiter-Glo, 24 h; inhibition, % at 20 µM;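 active means inhibition of at least 40%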;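 further: mutant grown at 25 °C; 0% = DMSO wells with yeast and 100% = wells holding no yeast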
A3G deaminase – APOBEC3G DNA deaminase inhibitors, primary screen, biochemical, fluorescence, single-stranded DNA substrate, uHTS | DNA dC->dU-editing enzyme APOBEC-3G (Homo sapiens), Q9HC16 | recombinant A3G, ssDNA deamination FAM/TAMRA fluorescence | inhibition, % at 20 µM | 330,000 tested, 0.28% active | AID 493012, 2011;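 active means inhibition of at least 40% at 20 µM, with no more than 30% in the related APOBEC3A deaminase screen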;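 further: plate controls were DMSO wells with A3G for no effect and wells lacking A3G enzyme for full effect; some compounds called inactive have numbers as strong as hits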
Target sequence (Q9HC16 whole entry, looked up): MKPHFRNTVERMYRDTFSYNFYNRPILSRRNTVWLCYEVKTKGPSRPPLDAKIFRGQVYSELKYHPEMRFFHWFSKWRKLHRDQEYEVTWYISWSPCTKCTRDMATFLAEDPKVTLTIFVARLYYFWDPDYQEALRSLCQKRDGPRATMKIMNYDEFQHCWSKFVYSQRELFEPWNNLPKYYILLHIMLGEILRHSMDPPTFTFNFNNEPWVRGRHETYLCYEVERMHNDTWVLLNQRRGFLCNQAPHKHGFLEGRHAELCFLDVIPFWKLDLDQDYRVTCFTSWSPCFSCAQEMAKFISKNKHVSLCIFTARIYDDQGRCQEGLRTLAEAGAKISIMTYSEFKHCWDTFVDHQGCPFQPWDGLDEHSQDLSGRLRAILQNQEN
TIM10 inh – growth inhibitors of isogenic TIM10 control yeast, primary screen, counter-screen for tim10-1 yeast inhibitor project, luminescence, uHTS | 330,000 tested, 1.4% active | inhibition, % at 10 µM | S. cerevisiae TIM10 strain growth, BacTiter-Glo luminescence, 24 h | AID 463195, 2010;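 active means inhibition of 40% or more at the single tested concentration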;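 further: wild-type TIM10 isogenic control strain grown at permissive 25 °C; 0% = DMSO yeast wells and 100% = minimal medium wells without yeast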
APOBEC3A inh – APOBEC3A ssDNA deaminase inhibitors, primary screen, selectivity assay for APOBEC3G inhibitor project, biochemical, FAM/TAMRA oligo cleavage fluorescence; recombinant A3A, FAM/TAMRA ssDNA deamination fluorescence; inhibition, % at 20 µM; 330,000 tested, 0.41% active; AID 493011, 2011;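 active means at least 40% inhibition at 20 µM here, with at most 30% in a related deaminase screen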;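 further: plate controls were A3A with DMSO for no effect and wells lacking A3A enzyme for full effect; some results filed as inactive read as strong as hits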
NLRP3 yeast inh – NALP3 inflammasome inhibitors in reconstituted yeast, primary screen, luminescence, uHTS; inhibition, % at 10 µM; 330,000 tested, 0.39% active; Yeast reconstituted NLRP3/ASC/caspase-1, beta-gal luminescence, 24 h;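 active means inhibition of 50% or more; inactive means inhibition below 50%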;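 further: plate controls were induced DMSO wells for no effect and uninduced yeast grown without galactose for full effect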
mIAP act – activators of mouse IAP, primary screen, biochemical, luminescence, uHTS; intestinal alkaline phosphatase [Mus musculus]; muIAP, CDP-Star luminescence, 30 min; stronger effect = higher value; 1 = vehicle-only enzyme signal, 0 = enzyme-free wells; activation factor at 10 µM; 330,000 tested, 0.24% active; AID 2805, 2010;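 active means activation factor of at least 2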; further: the source names both 10 and 20 µM as test concentration; values of inactives mirror those of a sister screen read the other way
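Assay system: mouse IAP enzyme; Reagent: CDP-Star chemiluminescent phosphatase substrate; Compound: DMSO-dissolved test compounds; Incubation: 30 min, room temperature; Technique: luminescence from enzymatic CDP-Star hydrolysis; Controls: DMSO-only wells and no-enzyme negative control.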
hIAP inh – human IAP inhibitors, primary screen, biochemical, luminescence, uHTS | purified IAP, CDP-Star luminescence, 30 min | AID 2544, 2010 | inhibition, % at 10 µM | Intestinal-type alkaline phosphatase (Homo sapiens), P09923 | 330,000 tested, 0.12% active;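 active means inhibition reaching a set limit with compound at 10 µM in the primary screen, cut at about 35% in these data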;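 further: plate controls were DMSO wells with enzyme for no effect and no-enzyme buffer wells for full effect; values of inactives mirror those of a sister screen read the other way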
Target sequence (P09923 whole entry, looked up): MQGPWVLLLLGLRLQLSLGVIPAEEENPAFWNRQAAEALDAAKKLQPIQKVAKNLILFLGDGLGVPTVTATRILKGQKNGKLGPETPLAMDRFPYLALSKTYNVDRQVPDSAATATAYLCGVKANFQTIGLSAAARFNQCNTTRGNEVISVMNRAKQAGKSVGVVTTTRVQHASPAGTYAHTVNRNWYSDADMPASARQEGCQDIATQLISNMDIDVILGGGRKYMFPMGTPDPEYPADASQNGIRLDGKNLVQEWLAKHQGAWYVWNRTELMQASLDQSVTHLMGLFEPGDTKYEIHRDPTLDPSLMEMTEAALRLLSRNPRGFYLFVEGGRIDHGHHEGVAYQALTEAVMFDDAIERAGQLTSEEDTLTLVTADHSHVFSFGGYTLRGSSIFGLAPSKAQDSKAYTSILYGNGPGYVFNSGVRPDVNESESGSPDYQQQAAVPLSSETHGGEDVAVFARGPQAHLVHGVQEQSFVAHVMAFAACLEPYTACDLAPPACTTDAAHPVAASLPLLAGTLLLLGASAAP
An asterisk follows results filed as active. Outcome played no part in choosing rows; any-hit rate near 4.6%.

SMILES	MIN6 prolif	mIAP block	tim10-1 inh	A3G deaminase	TIM10 inh	APOBEC3A inh	NLRP3 yeast inh	mIAP act	hIAP inh
COC(=O)C1=C(C)NC(C)=C(C(=O)OC)C1c1cn(-c2ccccc2)nc1-c1ccco1	-3	-5	25	-7	32	-1	3	1	-6
Cc1cc(C)n2[nH]c(=O)c(N=Nc3ccccc3)c2n1	-3	-1	-12	9	-20	-6	21	1	-3
COc1ccc(CN(C)C(=O)C23CC4CC(CC(Cl)(C4)C2)C3)c(OC)c1OC	0	-5	5	-3	16	1	13	1.1	-7
COc1ccc(S(=O)(=O)NCCSc2ccc(C)cc2)cc1OC	-3	-12	32	-3	-5	-4	6	1.1	3
O=C1CCCN1c1ccc(S(=O)(=O)N2CCCCC2)cc1[N+](=O)[O-]	-3	6	-2	-4	6	-3	4	0.94	6
O=C(CSc1nc(=O)n(CCCN2CCOCC2)c2c1CCC2)Nc1ccc(F)cc1	5	-3	-15	-7	10	-3	14	1	0
Cc1cc(NC(=O)c2ccc3c(c2)C(=O)N(Cc2ccccc2)C3=O)no1	0	-12	12	-1	-8	1	20	1.1	5
COc1ccc(NC(=O)CN(C)C(=O)/C=C/c2cn(-c3ccccc3)nc2-c2cccs2)cc1	-2	3	-16	-8	-9	7	17	0.97	-8
Cc1nc(NS(=O)(=O)c2ccc(Br)cc2)c2c3c(sc2n1)CCC3	-4	6	14	-5	20	2	10	0.94	-5
CCOc1ccc2nc(NC3=NC(C)(C)C=C(C)N3)nc(C)c2c1	-2	8	13	20	11	19	-6	0.92	-10
Nc1ccc(-n2nc3ccccc3n2)cc1	-2	-22	18	2	-5	-4	14	1.2	1
CCOC(=O)c1c(NC(=O)c2ccn(CC)n2)sc2c1CCC2	0	-2	18	-2	-5	-1	19	1	-22
COc1cccc(C(C2C(=O)CC(C)(C)CC2=O)C2C(=O)CC(C)(C)CC2=O)c1	-3	0	19	-12	6	-5	17	1	-2
C[C@@H]1CC=C[C@H]2[C@H]1C(=O)N(Cc1ccccc1)[C@H]2c1ccc(-c2ccoc2)cc1F	-9	-3	41*	-5	30	1	10	1	5
COc1ccc(NC(=O)Nc2cccc3c2O[C@H](CN(C)C(=O)Nc2ccc(C(F)(F)F)cc2)[C@@H](C)CN([C@H](C)CO)C3=O)cc1	-2	-15	-2	6	-1	0	25	1.1	4
C=CCCCCCCCCC(=O)N1CCN(c2cc3c(cc2F)c(=O)c(C(=O)O)cn3CC)CC1	-6	10	6	-8	-5	-2	40	0.9	-12
O=C(N/N=C/C(Br)=C/c1ccccc1)c1ccc([N+](=O)[O-])cc1	-8	11	16	-1	-4	4	17	0.89	5
O=C(COC(=O)C1CCC1)Nc1ccc(OC(F)F)cc1	0	-10	12	-5	-3	-3	-11	1.1	-4
CCN(c1ccccc1)S(=O)(=O)c1ccc(F)c(C(=O)O)c1	1	5	10	-3	14	5	21	0.95	9
CN(C)c1nc(N(C)C)n(C(=O)c2cccs2)n1	-2	-15	-1	2	2	1	9	1.1	-2

4 entries from above, reformatted.
SMILES | MIN6 prolif | mIAP block | tim10-1 inh | A3G deaminase | TIM10 inh | APOBEC3A inh | NLRP3 yeast inh | mIAP act | hIAP inh
C=CCCCCCCCCC(=O)N1CCN(c2cc3c(cc2F)c(=O)c(C(=O)O)cn3CC)CC1 | -6 | 10 | 6 | -8 | -5 | -2 | 40 | 0.9 | -12
O=C(N/N=C/C(Br)=C/c1ccccc1)c1ccc([N+](=O)[O-])cc1 | -8 | 11 | 16 | -1 | -4 | 4 | 17 | 0.89 | 5
O=C(COC(=O)C1CCC1)Nc1ccc(OC(F)F)cc1 | 0 | -10 | 12 | -5 | -3 | -3 | -11 | 1.1 | -4
CCN(c1ccccc1)S(=O)(=O)c1ccc(F)c(C(=O)O)c1 | 1 | 5 | 10 | -3 | 14 | 5 | 21 | 0.95 | 9

Following part:
SMILES	MIN6 prolif	mIAP block	tim10-1 inh	A3G deaminase	TIM10 inh	APOBEC3A inh	NLRP3 yeast inh	mIAP act	hIAP inh
CCCOC1CCCN(C(=O)CCc2nnc(Cc3cccc(C)c3)o2)C1 (stereo not given)	-1	10	13	-9	11	-1	9	0.91	10
CCC(C)C(NC(=O)c1ccccc1NC(=O)c1ccc(OC)cc1)C(=O)NCc1ccco1 (stereo not given)	4	-34	18	-6	23	-3	4	1.3	4
COc1ccc(C(=O)N(Cc2ccccc2)c2cccc(C)c2)cc1S(=O)(=O)N1CCOCC1	-6	-3	21	-3	12	1	-6	1	-2
O=[N+]([O-])c1cccc(-c2nc(-c3ccccc3)no2)c1	1	4	12	2	11	-1	38	0.96	14
COc1ccc(C2CC(=O)c3c(C)nc(N4CCN(Cc5ccccc5)CC4)nc3C2)cc1OC (stereo not given)	-6	-4	30	-7	19	-4	8	1	-20
COc1cccc(NC(=O)CN(C)C(=O)CCc2nc3sc4c(c3c(=O)[nH]2)CCCC4)c1	1	8	1	1	-2	7	-1	0.92	-23
COCCCNCCCOc1ccc(C)cc1Br	0	-5	18	-6	-19	-1	9	1.1	7
O=C1Nc2cc3c(cc2C1=O)sc1ccccc13	-2	17	22	-3	50*	-1	23	0.83	-8
COc1ccc(N/C=C(\C#N)c2nc3ccccc3n2C)c(OC)c1	-2	-2	26	0	-1	0	18	1	6
COc1ccc(CNC(=O)c2cc(C3CC3)nc3c2cnn3C(C)C)cc1OC	2	4	-8	-7	-7	-3	7	0.96	3
O=C(NC1CCCCCC1)c1cccnc1Sc1ccccc1	0	0	17	-10	12	-3	-12	1	12
Cc1cc(NC(=O)C2CC(=O)N(c3ccccc3C)C2)no1 (stereo not given)	1	-8	14	-1	-4	-3	13	1.1	2
CC12CN3CC(C)(CN(C1)C3c1ccc([N+](=O)[O-])o1)C2 (stereo not given)	-3	-4	14	1	12	6	23	1	-18
NC(=O)C1CCN(CC(=O)NCc2ccccc2)CC1	0	0	-4	4	4	1	7	1	0
CN(Cc1ccccc1)C(=O)c1ccc(Cl)c([N+](=O)[O-])c1	-1	-23	1	-4	-27	-2	13	1.2	-16
COC(=O)c1ccc(NC(=O)COC(=O)COc2cccc3c2OC(C)(C)C3)cc1	-2	7	4	-5	-5	0	1	0.93	-8
Cc1sc2nc(SCC(=O)N3CCOCC3)[nH]c(=O)c2c1-c1ccccc1	-1	6	-18	-8	-2	-3	30	0.94	-16
CCn1nc(C)c(/C=C2\CCCC3=C2OC(N)=C(C#N)C3c2c(C)nn(CC)c2C)c1C (stereo not given)	-2	4	17	-2	-3	-7	23	0.96	-15
NC(=O)c1nsc(C(=O)N(CC(=O)NC2CCCCC2)c2ccc(Cl)cc2)c1N	-1	3	22	-4	15	-3	5	0.97	3
O=C1CN(C(=O)CNCc2ccccc2Cl)c2ccccc2N1	-1	0	4	-2	3	3	-2	1	2
CCc1ccc(CNC(=O)C2CCN(S(=O)(=O)N3CCC(C)CC3)CC2)cc1	-2	-4	11	2	8	-1	21	1	-4
Cc1cccc(-[n+]2c(C)cc(C)c3c(=O)[nH]c(=O)[nH]c32)c1	-3	-12	-3	-3	10	3	17	1.1	-4
Cc1cc(C)n2nc(SCC(=O)N/N=C/c3ccc(F)cc3)nc2n1	-3	-8	-9	-6	2	-6	-1	1.1	-2
Cc1cccc(N/C(N)=N/c2nc(C(F)(F)F)cc(C(F)(F)F)n2)c1	-3	2	1	12	23	9	17	0.98	2
C/C(=N\NC(=O)CSCc1ccccc1Cl)c1cccc(NC(=O)c2ccccc2)c1	-1	1	15	3	11	2	16	0.99	-6
CCOc1cc(S(=O)(=O)Nc2ccccc2CC)ccc1Cl	-5	0	26	0	10	5	21	1	9
CCCN(C(=O)c1ccc(N2CCCC2=O)cc1)C1CCS(=O)(=O)C1 (stereo not given)	1	-7	-6	-4	-6	2	14	1.1	-10
O=C(N/N=C/c1ccncc1)c1cc2c(ccc3ccccc32)o1	-1	8	-17	-1	47*	1	19	0.92	-7
CC(=O)N1N=C(c2ccccc2OC(=O)/C=C/c2ccccc2)CC1c1ccccc1 (stereo not given)	5	10	13	-3	18	0	-4	0.9	9
COc1cccc(N2CCN(C(=O)CCNS(=O)(=O)c3ccc4c(c3)c(=O)n(C)c(=O)n4C)CC2)c1	0	-7	4	-3	10	0	7	1.1	-5
COCCSc1nc2sc3c(c2c(=O)n1-c1ccccc1)CCN(C)C3	0	2	14	-4	7	-1	21	0.97	-3
Cc1ccc(C)c(Nc2nc(-c3ccncc3)nc3ccccc23)c1	-5	1	6	-9	0	-2	14	0.99	-12
Cc1ccc(CN2C(=O)CSC2c2cccnc2)cc1 (stereo not given)	2	2	-5	-8	6	0	0	0.98	-3
C=C(C)Cn1c(-c2ccccc2)nc2ccccc21	-1	-4	29	-4	7	-4	29	1	13
COc1ccc(NC(=O)Cn2nnc3ccccc32)c([N+](=O)[O-])c1	-4	2	15	-8	7	0	0	0.98	-10
N#Cc1ccc(NC(=O)c2cc(S(=O)(=O)N3CCOCC3)ccc2N2CCCC2)cc1	0	0	2	-10	-6	-1	14	1	0
CC(C)CCC(CCNCc1ccccn1)c1ccc(Cl)cc1 (stereo not given)	-5	-19	11	-5	18	-3	12	1.2	-59
COc1ccc(Cl)cc1NC(=O)COC(=O)c1c(-c2ccccc2)noc1C	-5	-12	15	5	9	-4	26	1.1	5
COc1ccc(CCNC(=O)CCCc2ccccc2)cc1	-2	-4	-9	-2	4	-4	18	1	5
NC(=O)Nc1ccc(Nc2ccccc2)cc1	-1	2	-9	2	-14	2	9	0.98	12
Cc1cnc(NC(=O)c2ccc(-c3ccc([N+](=O)[O-])cc3)o2)s1	5	12	3	-6	0	4	18	0.88	1
CCCn1c(N)c(C(=O)CSc2ncn[nH]2)c(=O)n(C)c1=O	5	-2	10	-7	2	-4	-7	1	3
CCOc1ccccc1N(CC(=O)NC1CCCC1)S(=O)(=O)c1ccc(C)cc1	-1	1	10	-3	5	-2	12	0.99	-7
COc1ccc(Cc2nnc(NC(=O)c3ccco3)s2)cc1OC	1	6	18	-6	4	-1	1	0.94	-1
O=C(NCc1ccc(Cl)cc1)c1cccc2c1C(=O)N(CC1CCCO1)C2 (stereo not given)	6	-5	17	-6	3	0	15	1.1	-2
CCOc1ccc(NS(=O)(=O)c2ccc(N)cc2)cc1	0	0	7	-3	-11	14	5	0.99	-12
CN(Cc1cccc(C(F)(F)F)c1)Cc1nc(-c2cnccn2)no1	0	11	18	-4	-15	0	9	0.89	4
CCC1CCCCN1C(=O)c1cc(-c2ccc(Cl)c(Cl)c2)on1 (stereo not given)	-4	17	19	-2	28	0	8	0.83	12
CC(C)=C1Cc2ccccc2C1=O	-2	6	1	-7	-12	-1	24	0.94	0
CN1CCN(c2ccc(NC(=O)c3ccc(Cl)cc3Cl)cc2)CC1	4	3	-37	-9	-20	-6	19	0.97	10

Source: PubChem (Sanford-Burnham Center for Chemical Genomics)
